Compound activity: PubChem, several laboratories
Redox H2O2 prof – compounds producing H2O2 with reducing agent – biochemical, NIH compound library profiling, artefact control for MLSCN library redox annotation, primary screen; DTT-dependent redox cycling H2O2, phenol red/HRP absorbance; 100% = 100 µM peroxide control, 0% = buffer; activation, % at 10 µM; 200,000 compounds, 0.03% hits; AID 878;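 active = activation of at least 50% relative to the plate's high and low controls in the primary single-dose screen; inactive = activation below 50%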;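 note: compound incubated with DTT at 0.8 mM final as the reducing agent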
TLR4-MyD88 BLA – inhibitors of human TLR4-MyD88 binding; HeLa CL3-4 TLR4/MyD88 BLA complementation, FRET ratio; 200,000 compounds, 0.18% hits; O00206+Q99836; AID 861; inhibition, % at 8.4 µM; in the data active = inhibition above about 25%;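 note: 0% = vehicle and 100% = reference inhibitor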
bIAP activator – increases bovine intestinal alkaline phosphatase activity; 200,000 compounds, 0.17% hits; AID 1016; activation factor at 20 µM; purified bovine IAP, CDP-star luminescence, 30 min; stronger effect = higher value; fold of DMSO-control signal, blank-subtracted;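 active = activation factor of 2 or more at 20 µM, a signal rise over negative controls twice the positive control's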
PPARg SRC-2 ag – PPARgamma-driven SRC-2 recruitment agonism; P37231; PPARgamma LBD-SRC-2 recruitment, biochemical; activation, % at 8 µM; 200,000 compounds, 0.34% hits; AID 1032; in the data active = activation above about 22%;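 note: 0% = vehicle and 100% = reference agonist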
Target sequence (P37231 whole entry, looked up, the tested form may be a part): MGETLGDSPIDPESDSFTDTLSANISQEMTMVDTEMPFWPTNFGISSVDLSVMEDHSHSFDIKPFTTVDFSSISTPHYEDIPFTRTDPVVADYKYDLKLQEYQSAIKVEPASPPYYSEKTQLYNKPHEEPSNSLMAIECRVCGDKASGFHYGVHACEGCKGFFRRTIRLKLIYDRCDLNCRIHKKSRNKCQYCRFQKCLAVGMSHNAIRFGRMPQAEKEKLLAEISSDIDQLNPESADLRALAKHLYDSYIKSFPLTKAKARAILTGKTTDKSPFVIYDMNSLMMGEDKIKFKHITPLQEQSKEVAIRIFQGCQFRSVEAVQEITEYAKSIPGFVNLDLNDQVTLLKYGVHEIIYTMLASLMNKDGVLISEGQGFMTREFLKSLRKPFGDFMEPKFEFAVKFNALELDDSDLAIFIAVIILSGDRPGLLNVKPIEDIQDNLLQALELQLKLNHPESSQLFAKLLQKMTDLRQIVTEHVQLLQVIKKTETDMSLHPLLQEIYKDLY
Lmaj promast – reduces viability of Leishmania major promastigotes. resazurin fluorescence viability. inhibition, % at 10 µM. 200,000 compounds, 9% hits. AID 1063; in the data active = inhibition above about 50%;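 note: promastigotes grown with compound for 44 hours at 28 °C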
S1P3 antagonist – blocks the human S1P3 receptor; CHO S1P3 NFAT-BLA reporter, FRET fluorescence, antagonist mode; inhibition, % at 4.98 µM; 170,000 compounds, 0.27% hits;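 active = inhibition above the plate cutoff, the mean inhibition of test wells on that plate plus 3 SD, cut at about 28% in these data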;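 note: cells challenged with S1P at its EC80 of 0.8 µM; blue over green emission ratio from cleaved BLA substrate after 4 h stimulation; 0% = S1P-stimulated wells and 100% = unstimulated DMSO-only wells; some compounds past the cut are filed as inactive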
Target sequence (Q99500 whole entry, looked up): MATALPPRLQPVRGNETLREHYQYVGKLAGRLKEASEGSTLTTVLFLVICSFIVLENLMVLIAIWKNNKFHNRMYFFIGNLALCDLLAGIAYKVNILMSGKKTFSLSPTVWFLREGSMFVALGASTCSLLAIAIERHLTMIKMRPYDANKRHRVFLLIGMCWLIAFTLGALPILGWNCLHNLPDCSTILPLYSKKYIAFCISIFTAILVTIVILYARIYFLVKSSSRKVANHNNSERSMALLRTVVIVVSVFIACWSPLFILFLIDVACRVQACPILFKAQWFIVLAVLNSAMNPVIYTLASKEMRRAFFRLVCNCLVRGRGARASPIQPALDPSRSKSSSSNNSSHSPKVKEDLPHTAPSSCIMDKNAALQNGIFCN
bIAP inhibitor – blocks bovine intestinal alkaline phosphatase activity | purified bovine IAP, CDP-star luminescence, 30 min | inhibition, % at 20 µM | 190,000 tested, under 10 active | AID 1019;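 active = over 50% inhibition of intestinal alkaline phosphatase at 20 µM in the single-dose screen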
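Assay system: bovine IAP enzyme; medium: DEA buffer 100 mM, pH 9.8, with MgCl2 1.0 mM, ZnCl2 0.02 mM; doses: 20 µM single dose; incubation: enzyme reaction for 30 min at room temperature; detection: CDP-star luminescence signal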
PPARg SRC1 recr – promotes SRC-1 coactivator recruitment by human PPARgamma; P37231; PPARgamma-SRC-1 coactivator recruitment biochemical assay; activation, % at 8 µM; 200,000 compounds, 0.41% hits; AID 631; in the data active = activation above about 19%;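 note: 0% = DMSO and 100% = reference agonist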
ROMK mod – modulators of human ROMK potassium channel; P48048; B-score at 10 µM; 130,000 compounds, 2% hits; Tet-inducible ROMK, thallium flux fluorescence; actives lie on both sides;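 active = signal ratio slope over the read window, or its plate-corrected B-score, at least 3 SD from the plate mean, either direction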;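 note: B-score of the F/F0 ratio slope over 7 to 12 s after thallium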
SRC2 TRFRET art – TR-FRET artefact, counter-screen to PPARgamma/SRC-2 agonist assay; stronger effect = higher value; TR-FRET ratio at 8 µM; 200,000 compounds, 0.4% hits; AID 1049; in the data active = TR-FRET ratio above about 2000; note: inactives centre near 1500; reference of the scale not given here
PPARg SRC-3 ag – agonists of human PPARgamma SRC-3 coactivator recruitment; 200,000 compounds, 0.26% hits; P37231; activation, % at 8 µM; AID 731; biochemical PPARgamma/SRC-3 coactivator recruitment assay; in the data active = activation above about 23%;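 note: 0% = DMSO and 100% = reference agonist; some compounds past the cut are filed as inactive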
An asterisk follows results filed as active; . = no result given.

SMILES	Redox H2O2 prof	TLR4-MyD88 BLA	bIAP activator	PPARg SRC-2 ag	Lmaj promast	S1P3 antagonist	bIAP inhibitor	PPARg SRC1 recr	ROMK mod	SRC2 TRFRET art	PPARg SRC-3 ag
Cc1sc2nc(C3CC3)nc(SCC(=O)N3CC(=O)Nc4ccccc43)c2c1C	-5.4	10	1.1	0	2	.	-5	-1	.	1632	-7
O=C(CSc1nc2ccncc2[nH]1)Nc1ccccc1C(F)(F)F	-0.8	-11	1.1	-5	0	-2	-11	-2	.	1391	0
Cn1c(=O)n(C)c2cc(NC(=O)C(F)(F)F)ccc21	0.7	-5	0.9	-1	-2	9	8	-3	-0.36	1522	-10
Cc1cccc(C(=O)Nc2onc(C)c2C#N)c1	2.1	-3	1	-3	-3	.	2	-6	.	1525	-4
CN(C)c1ccc(-c2nn3c(-c4ccc(Cl)cc4)nnc3s2)cc1	-0.5	12	1.1	-1	-4	.	-9	4	0.0019	1657	-5
Cc1ccc(S(=O)(=O)N(CC(=O)N/N=C/c2cccc(Cl)c2)c2cccc3cccnc23)cc1	-1.0	10	0.9	5	-3	.	11	-2	0.6	1664	3
COc1ccc(OCC(=O)OC(C)CN2CCOCC2)cc1 (stereo not drawn)	3.4	-15	0.9	14	-2	.	10	0	.	1513	12
CCOC(=O)C1=C(CNCCc2ccc(Cl)cc2)NC(=O)NC1c1cccc([N+](=O)[O-])c1 (stereo not drawn)	0.0	-7	1	6	0	5	-3	8	.	1619	5
CCCCN1C(=O)C(NC(=O)c2cccnc2)(C(F)(F)F)C2=C1CC(C)(C)CC2=O (stereo not drawn)	0.9	-3	0.9	13	-7	.	9	10	.	1677	4
Cc1cc(NC(=O)c2cc(-c3ccncc3)nc3c(C)cccc23)no1	0.3	8	0.9	-4	12	6	10	-3	0.045	1253	10
Cc1ccc(NC(=S)N2CCC(N(C)CC3CCCO3)CC2)cc1C (stereo not drawn)	-0.8	-8	1.1	-5	87*	-9	-7	-6	.	1350	2
CN(C)c1ncc(S(=O)(=O)c2ccc(Cl)cc2)c(-c2ccccc2)n1	2.5	1	1	0	-4	.	2	2	.	1397	0
Cc1ccc(Cl)cc1N1CCN(C(=O)c2cn(C)c(=O)c3c2c2ccccc2n3C)CC1	1.3	5	0.9	4	55*	34	9	10	-0.29	1433	5
O=C(COC(=O)CCCSc1nc2ccccc2[nH]1)Nc1ccc(Oc2ccccc2)cc1	0.8	-10	0.9	20	-7	-12	12	4	.	1656	9
COc1cc(/C=C(/C#N)c2ccccc2F)ccc1OCc1ccccc1	1.1	-3	1	-3	13	2	-4	-3	.	1553	-7
Cc1ccc(-c2ccc(=O)n(CC(=O)NCc3ccc(F)cc3)n2)cc1	-0.1	8	0.9	1	3	0	10	5	-0.093	1480	2
CCCCC1OC23CCCCC2C(C#N)(C#N)C1(C#N)C(=N)O3 (stereo not drawn)	-0.3	8	1	-3	28	0	-2	1	.	1731	2
Cc1nc2ccccc2c2c1C(=O)N(CCC1=CCCCC1)C2=O	1.1	-2	0.9	5	5	22	6	-8	-1.1	1458	-1
CNC(=S)N/N=C(\C)c1ccc(C)c(C)c1	-0.1	-16	1.3	-4	-9	12	-30	5	.	1504	5
CCc1nc2ccccc2c(C(=O)O)c1C	-2.0	-1	1	5	-2	.	0	5	.	1651	2
CC(C)[C@H](NC(=O)NCCc1ccccc1)C(=O)O	-0.3	19	0.9	4	-10	.	8	2	.	1574	1
CN(C(=O)CSc1nc2c(c(=O)[nH]1)CCC2)c1ccccc1	-0.6	7	1.1	5	-7	-5	-11	6	0.51	1426	1
COc1ccc(NC(=O)Cc2nc3ccccc3[nH]2)cc1	2.8	-7	1.2	-2	-4	16	-19	0	.	1606	-7
CCCOC(=O)c1ccc(Nc2cc(C)nc3ncnn23)cc1	-1.5	1	1.2	11	1	13	-16	7	.	1545	8
COc1ccc(CC(=O)NNC(=O)c2cccs2)cc1	-0.6	13	1	-6	27	-1	1	2	.	1528	5
COC(=O)c1ccc(CSc2nc3cc(Cl)ccc3s2)o1	1.3	2	0.8	1	-5	.	18	7	.	1540	2
C=CCOc1ccccc1CNCCCN1CCOCC1	0.4	0	1	-1	0	.	-1	4	.	1651	8
Cc1ccc(-c2nc(CS(=O)CC(=O)NCc3ccccn3)c(C)o2)cc1 (stereo not drawn)	-1.0	-5	0.9	-11	-3	-23	10	10	.	1606	-2
Cc1c(C(=O)NCc2ccccn2)oc2ccccc12	0.8	-14	1	4	-1	6	3	4	.	1544	3
COc1cc(S(=O)(=O)NCCCN2CCOCC2)ccc1Cl	-0.1	2	0.6	-2	93*	.	35	-2	0.76	1426	-6
Cc1cc(NC(=O)c2cccc(S(=O)(=O)N3CCCCCC3)c2)n(-c2ccccn2)n1	0.0	-2	1	-4	14	11	-3	-1	0.25	1564	-6
Cc1cc(N2C(=O)CC(C(C)c3ccccc3)C2=O)no1 (stereo not drawn)	0.5	2	1.4	10	-12	.	-43	2	.	1480	9
COc1cccc(SCc2noc(C(=O)NCC3CCCO3)c2C(=O)O)c1 (stereo not drawn)	12	12	0.9	0	-12	.	9	-1	.	1646	0
CN(CCOc1ccccc1)CC(=O)Nc1ccc(Cl)c(S(=O)(=O)N(C)C)c1	-0.3	-14	1	2	11	-6	-3	2	-0.38	1622	1
Cc1ccc(C(=O)C[n+]2cccc3ccccc32)cc1	1.7	-1	0.7	16	4	.	25	-1	.	1500	-2
CC(=O)c1cc(NC(=O)c2ccc([N+](=O)[O-])cc2)c(=O)oc1C	-0.6	6	1	-2	6	1	-1	4	0.42	1639	-2
Cc1cc(Nc2ccccc2F)n2nc(C)nc2n1	0.6	6	0.9	2	-8	-3	12	1	-0.59	1561	2
Fc1ccc(C2c3[nH]c4ccccc4c3CCN2Cc2cccn2-c2ncccn2)cc1 (stereo not drawn)	-0.9	1	1.3	8	67*	8	-29	12	.	1628	-1
O=C(Nc1ccc(F)cc1)N1CCn2c(nc3ccccc32)C1	-2.0	3	0.8	6	0	-12	17	5	.	1583	6
O=C(NC1CCS(=O)(=O)C1)C1CCCCN1S(=O)(=O)c1ccc(Cl)cc1 (stereo not drawn)	1.2	8	1	5	-4	.	1	-7	.	1612	2
CCOC(=O)C1=C(C)NC(C)=C(C(=O)OCC)C1/C=C/c1ccccc1OC	0.6	15	0.9	8	13	-5	7	0	.	1526	8
CCOC(=O)c1cnc2sccn2c1=O	1.9	10	0.9	7	-6	-28	5	6	-0.11	1724	-2
CC(C)(C)c1nc(SCC(=O)N2CC(=O)Nc3ccccc32)c2ccccc2n1	-0.5	-6	1	5	-6	-19	3	2	0.037	1481	-2
CCCCC(=O)Nc1ccccc1C(=O)N1CCOCC1	2.7	-21	1	-5	-3	.	-1	1	-0.32	1461	-6
COc1cccc(NC(=S)N2CCC(N(C)CC3CCCO3)CC2)c1 (stereo not drawn)	0.1	-10	1.1	-9	94*	-10	-12	2	0.49	1632	0
Cc1ccc[n+](/C(=C\C(=C=[N-])C#N)C(=O)c2ccc(Cl)cc2)c1	-0.3	13	1	-4	1	-7	0	0	.	1501	1
COc1c(C)cc(Br)cc1C(=O)Nc1ccc(S(N)(=O)=O)cc1	-0.3	-12	0.9	0	1	-1	9	9	-0.19	1468	-1
Cc1ccc2c(Cl)c(C(=O)N/N=C/c3cccn3C)sc2c1	0.4	2	1.2	-1	-5	-2	-22	10	.	1525	4
COCc1cc(C(C)=O)ccc1OCC(=O)Nc1ccc(NC(C)=O)cc1	-0.8	-9	1	1	0	0	-3	4	0.31	1494	2
Cc1cccc(OCC(=O)N/N=C\c2cccn2C)c1C	0.7	-19	1	0	2	10	4	1	-0.84	1588	1
CNC(=O)CSc1nnnn1-c1ccc(C)cc1C	2.1	5	1	-6	-2	0	0	0	.	1437	-4
COC(=O)NC1CCC(CC2CCC(NC(=O)OC)CC2)CC1 (stereo not drawn)	0.3	-16	1	6	0	.	2	3	.	1732	1
CC1(C)CC(=O)C/C(=N\NC(=O)c2cccs2)C1	-0.6	0	0.9	7	-4	2	6	5	0.32	1763	1
COC(=O)c1ccccc1NC(=O)N1c2ccccc2Sc2ccccc21	0.2	3	0.9	4	90*	-2	9	8	-0.79	1823	7
COC(=O)C1=C(C)N(C)C(=O)NC1c1ccc(O)c(OC)c1 (stereo not drawn)	-0.8	-5	1.1	-7	-3	0	-8	10	.	1438	-8
COc1ccc(/C=N/Nc2ncnc3sc4c(c23)CCCC4)cc1OC	0.1	-8	0.8	-9	-4	-15	17	5	-0.55	1369	1
COc1cc(OC)cc(C(=O)NC(C)c2ccc(Br)cc2)c1 (stereo not drawn)	-0.3	5	1	0	37	8	-2	-3	-1.1	1634	6
CC1CN(S(=O)(=O)c2ccc(NC(=O)c3ccco3)cc2)CC(C)O1 (stereo not drawn)	0.0	-6	0.9	9	-3	.	10	5	0.54	1613	11
Cc1ccc(S(=O)(=O)N(CC(=O)N2CCOCC2)CC(=O)N2CCOCC2)cc1	1.0	20	1	11	-6	15	1	0	0.83	1565	-16
CON1C(=O)C(=O)N(OC)C(C)(C)C1(C)C	0.5	0	1.1	7	-6	-3	-5	2	.	1552	-8

Further records:
SMILES	Redox H2O2 prof	TLR4-MyD88 BLA	bIAP activator	PPARg SRC-2 ag	Lmaj promast	S1P3 antagonist	bIAP inhibitor	PPARg SRC1 recr	ROMK mod	SRC2 TRFRET art	PPARg SRC-3 ag
CCN(CC)C(=O)NC(c1ccc(C)c(F)c1)C(Cl)(Cl)Cl (stereo not drawn)	-0.5	-6	0.8	4	27	-2	25	4	-1.2	1737	3
O=C(/C=C/c1ccco1)Nc1nc(-c2ccccc2)cs1	0.0	-17	1.1	-10	45	8	-6	-6	0.0036	1520	4
COc1ccccc1C(=O)NCC(=O)OCc1csc(-c2ccccc2)n1	-0.6	0	1	11	-5	-12	4	6	0.05	1560	0
Fc1cccc(Nc2nc(-c3ccncc3)nc3ccccc23)c1	0.4	1	0.9	-2	61*	-6	11	3	.	1539	0
N#Cc1ccccc1NC(=O)CSc1ccc([N+](=O)[O-])cn1	-0.1	2	0.9	-2	0	2	6	-1	0.066	1432	-1
CCCN(CC1CC1)C(=O)COC(=O)c1ccc2c(c1)C(=O)N(c1ccc(OCC)cc1)C2=O	-0.2	10	1.4	-3	-10	-7	-40	2	-3	1636	3

Of the compounds above, 3 contain two or more sulfur atoms.
SMILES	Redox H2O2 prof	TLR4-MyD88 BLA	bIAP activator	PPARg SRC-2 ag	Lmaj promast	S1P3 antagonist	bIAP inhibitor	PPARg SRC1 recr	ROMK mod	SRC2 TRFRET art	PPARg SRC-3 ag
Cc1sc2nc(C3CC3)nc(SCC(=O)N3CC(=O)Nc4ccccc43)c2c1C	-5.4	10	1.1	0	2	.	-5	-1	.	1632	-7
COC(=O)c1ccc(CSc2nc3cc(Cl)ccc3s2)o1	1.3	2	0.8	1	-5	.	18	7	.	1540	2
O=C(NC1CCS(=O)(=O)C1)C1CCCCN1S(=O)(=O)c1ccc(Cl)cc1 (stereo not drawn)	1.2	8	1	5	-4	.	1	-7	.	1612	2
